Screening data as filed in PubChem BioAssay.
VP16 counter – counter-screen for ROR gamma inhibitors: Gal4-VP16 reporter | Drosophila S2 Gal4-VP16 UAS-luciferase, luminescence, 20 h | Potency, µM (titrated, usually from 53.6 µM), for inactives: at the highest dose activity, negative = inhibition, most hits filed as inhibitors | 310,000 compounds, 3.5% hits;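 note: Gal4-VP16 expression switched on by copper sulfate through the metallothionein promoter; % is set by controls: 0 for no effect and ±100 for the full control effect; nearly all actives have a fitted effect of over 50% in size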
MLL CXXC-DNA inh – blocks binding of human MLL CXXC domain to DNA. Q03164. MLL-CXXC / FITC-HOXA9 DNA fluorescence polarization. Potency, µM (titrated, usually from 115 µM), for inactives: at the highest dose activity change, negative = inhibition, usual class: inhibitors. 290,000 compounds, 0.037% hits; active = well fitted inhibition curve with a large enough effect in the polarisation, with a control signal flat, not every such curve was filed as active; inconclusive = small, poorly fitted or top-dose-only effect, or effect the other way, or a change in a side signal; inactive = no such curve, though single readings can be large or run the other way; the % refers to the polarisation
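Fluorescence polarization: 7 uM MLL-CXXC (stock) preincubated 5 min with compounds, then 50 nM fluorescein-HOX-A9 DNA (stock) added; 30 min ambient. Buffer 50 mM Tris-HCl pH 7.5, 50 mM NaCl, 1 mM DTT, 0.05% BSA.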
RORgamma inh – blocks mouse ROR gamma transcriptional activity; Drosophila S2 Gal4-RORgamma UAS-luciferase reporter, 20 h; P51450; 310,000 compounds, 5.4% hits; Potency, µM (doses to about 53.6 µM), for the others: top-dose activity change, negative = inhibition, most hits filed as inhibitors; note: % is set by controls: 0 for no effect and ±100 for the full control effect; nearly all actives have a fitted effect of over 60% in size
Target sequence (P51450 whole entry, looked up, the tested form may be a part): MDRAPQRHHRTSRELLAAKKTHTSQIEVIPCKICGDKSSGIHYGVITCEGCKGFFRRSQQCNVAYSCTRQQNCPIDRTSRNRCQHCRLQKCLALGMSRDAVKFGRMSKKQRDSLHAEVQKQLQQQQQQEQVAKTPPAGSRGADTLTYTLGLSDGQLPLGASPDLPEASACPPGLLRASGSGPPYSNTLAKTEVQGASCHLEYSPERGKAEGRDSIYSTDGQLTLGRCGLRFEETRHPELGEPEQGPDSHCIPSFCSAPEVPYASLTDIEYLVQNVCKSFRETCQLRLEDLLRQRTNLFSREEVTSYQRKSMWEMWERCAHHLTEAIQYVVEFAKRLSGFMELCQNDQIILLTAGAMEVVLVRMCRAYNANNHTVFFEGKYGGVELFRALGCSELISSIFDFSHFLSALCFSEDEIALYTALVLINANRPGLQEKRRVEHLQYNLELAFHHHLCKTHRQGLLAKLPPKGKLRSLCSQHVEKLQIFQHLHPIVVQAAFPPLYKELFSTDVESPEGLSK
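Drosophila S2 cells stably expressing Gal4-DBD/mouse RORγ fusion under metallothionein promoter plus UAS-luciferase; compound 1 h, then 700 uM CuSO4 induction for 20 h at ambient temperature; inhibition read as reduced luminescence.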
Rab9 prom act – activators of Rab9 promoter | AID 485297 | Potency, µM (doses to about 9.22 µM), for the others: at the highest dose activation, negative = inhibition, usual class: activators | Huh7 Rab9 promoter-luciferase reporter, luminescence, 24 h | 320,000 compounds, 2.8% hits; note: % of control where 0% means no effect; nearly all actives have a fitted effect of over 60% in size
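Using Huh7 cells stably transfected with Rab9 promoter–luciferase, compounds were incubated 24 h at 37 °C, 5% CO2; luciferase luminescence was read 10 min after reagent addition.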
uPA generation – inhibitors of cell surface uPA generation; cell surface uPA generation assay, qHTS; Potency, µM (titrated, usually from 38.3 µM), inactives show top-dose activity change, negative = inhibition, hits mostly inhibitors; 330,000 compounds, 0.31% hits; active = well fitted inhibition curve with a large enough effect; inconclusive = small, poorly fitted or top-dose-only effect; inactive = no such curve, though single readings can be large or run the other way; tested in mouse RAW 264.7 cells; note: % is set by controls: 0 for no effect and ±100 for the full control effect; nearly all actives have a fitted effect of over 55% in size
ELG1 genotox – genotoxicity induction in ELG1-luciferase HEK293T cells | 330,000 compounds, 1.3% hits | AID 504466 | Potency, µM (series often up to 46 µM), inactives show top-dose activity change, positive = activation, most hits filed as activators | HEK293T ELG1-luciferase reporter, luminescence, 16 h; note: % of control where 0% means no effect; nearly all actives have a fitted effect of over 60% in size
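HEK293T cells expressing luciferase-tagged ELG1 were exposed to compound or DMSO vehicle for 16 hr at 37 °C and 5% CO2. Luciferase activity was then measured with ONE-Glo after 30 min at room temperature.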
MBNL1-CUG inh – inhibitors of human MBNL1 binding to CUG repeat RNA; 280,000 compounds, 0.036% hits; Q9NR56; Potency, µM (series often up to 57.5 µM), for the others: at the top dose activity change, negative = inhibition, hits mostly inhibitors; TR-FRET MBNL1-His/biotin-(CUG)12 binding, 665/545 ratio; AID 2675; active = well fitted inhibition curve with a large enough effect in the signal ratio, with a control signal flat, not every such curve was filed as active; inconclusive = small, poorly fitted or top-dose-only effect, or effect the other way, or a change in a side signal; inactive = no such curve, though single readings can be large or run the other way; the % refers to the signal ratio; note: % is set by controls: 0 for no effect and ±100 for the full control effect
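Compounds (final 92 nM to 58 uM) are added to His-tagged MBNL1 and biotin-(CUG)12, then terbium anti-His antibody and streptavidin-XL665 (5 nM final). After 60 min at room temperature, the 665/545 nm ratio is read.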
BRCA1 expr act – BRCA1 expression activation; MCF7-BRCA1-FFLuc reporter, luminescence, 48 h; response scale: scaled: vehicle 0%, 10 µM genistein 100%; AID 624202; 380,000 compounds, 1.1% hits; Potency, µM (highest dose often 46.1 µM), without a hit: at the top dose activation, usual class: activators; note: nearly all actives have a fitted effect of over 80% in size; some results filed as inactive show a strong effect at the top dose
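MCF7-BRCA1-FFLuc, 2000 cells/well; 2 h attach, 37 °C/5% CO2; compound 48 h; luciferase substrate 15 min; luminescence end-point. Norm. to genistein 10 microM max activation and DMSO; concentration-response curves fitted.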
p53 reactivator – re-activators of mutant p53; H1299 p53-A138V BP100-luciferase reporter, luminescence, 24 h; Potency, µM (highest dose often 92.2 µM), inactives show top-dose activity change, positive = activation, most hits filed as activators; 320,000 compounds, 0.063% hits; note: % of control where 0% means no effect; nearly all actives have a fitted effect of over 45% in size
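H1299 (p53-null), stable ts p53-A138V + BP100-Luc; 1000 cells/well, Opti-MEM/10% FBS; cpd 4 pt, 1:5; 24 h, 37 deg C, 5% CO2; detection reagent 10 min RT; luminescence.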
FLuc modulator – inhibits or activates purified firefly luciferase, miR-21 counter-screen; purified FLuc, Km substrates, luminescence inhibition; Potency, µM (highest dose often 57.5 µM), without a hit: top-dose activity change, negative = inhibition, hits mostly inhibitors; 360,000 compounds, 6.9% hits; AID 588342;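 note: plate controls were vehicle for no effect and reference inhibitor for full effect; nearly all actives have a fitted effect of over 55% in size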
Target sequence (P08659 whole entry, looked up): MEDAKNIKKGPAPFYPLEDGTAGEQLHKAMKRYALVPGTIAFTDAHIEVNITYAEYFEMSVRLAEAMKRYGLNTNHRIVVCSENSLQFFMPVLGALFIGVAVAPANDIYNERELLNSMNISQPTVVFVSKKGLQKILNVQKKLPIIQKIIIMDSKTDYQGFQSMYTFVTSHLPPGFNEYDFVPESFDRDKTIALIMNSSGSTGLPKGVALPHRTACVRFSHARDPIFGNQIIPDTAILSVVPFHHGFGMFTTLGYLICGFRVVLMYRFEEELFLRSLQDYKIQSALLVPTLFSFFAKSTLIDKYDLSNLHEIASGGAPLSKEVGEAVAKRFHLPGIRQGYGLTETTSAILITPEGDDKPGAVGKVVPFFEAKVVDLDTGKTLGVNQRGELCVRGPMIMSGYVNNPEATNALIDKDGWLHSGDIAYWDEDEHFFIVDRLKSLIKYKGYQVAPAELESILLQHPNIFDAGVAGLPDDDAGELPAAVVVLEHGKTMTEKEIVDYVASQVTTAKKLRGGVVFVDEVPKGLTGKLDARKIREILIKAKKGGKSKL
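Purified P. pyralis luciferase, 10 nM final, with Km-level 10 uM D-luciferin and 10 uM ATP in 50 mM Tris acetate pH 7.5, 10 mM Mg acetate, 0.01% Tween-20, 0.05% BSA; 6-point qHTS titration about 60 µM downward; luminescence read.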
NPC1 promoter act – activates the NPC1 promoter; Huh7 NPC1 promoter luciferase reporter, 24 h; Potency, µM (doses to about 9.22 µM), inactives show at the highest dose activation, usual class: activators; 320,000 compounds, 2.4% hits; AID 485313;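 note: % of control where 0% means no effect; nearly all actives have a fitted effect of over 60% in size; reporter is driven by a mutant NPC1 promoter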
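Stable NPC1-promoter luciferase Huh7 line; cpd (DMSO) 24 h, 37 °C, 5% CO2; Amplite luciferase reagent 10 min RT; luminescence readout. qHTS format.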
An asterisk follows results filed as active; ? = inconclusive; . = not tested or not shown; ! = repeats disagree; [ ] = another dose, or the depositor's remark. Unless noted, calls come from the whole dose curve; as a rule, active = well fitted curve in the direction sought with a large enough effect; inconclusive = small, poorly fitted or top-dose-only effect, or another doubt; inactive = no such curve, though single readings can be large; an effect the other way counts as inactive or inconclusive. Potency is the fitted concentration of half-maximal effect.

A first look (5 entries):
SMILES	VP16 counter	MLL CXXC-DNA inh	RORgamma inh	Rab9 prom act	uPA generation	ELG1 genotox	MBNL1-CUG inh	BRCA1 expr act	p53 reactivator	FLuc modulator	NPC1 promoter act
OC(COCc1ccccc1)CN1CCN(Cc2ccc3c(c2)OCO3)CC1 (stereo not given)	-9%	11%	-12%	-6%	3%	-3%	-10%	-5%	10%	-1%	1%
CC(C)N(C(=O)CSc1nnc(NC(=O)c2ccco2)s1)C(C)C	16%	2%	15%	-4%	9%	0%	-8%	1%	0%	-18%	-4%
Cc1cc(-c2ccccc2)nc(N/N=C/c2ccc(O)cc2O)n1	-24%	10%	?	4%	-14%	0%	-2%	-27%	-16%	?	3%
C/C(=N\OC(=O)c1ccc(F)cc1)c1ccc(F)c(F)c1	-2%	-2%	36%	?	-26%	0%	-9%	9%	2%	1.7µM*	0%
CC(C)Oc1ccc(/C=N/NC(=O)C(CSCc2ccccc2)NC(=O)c2ccc([N+](=O)[O-])cc2)cc1 (stereo not given)	-3%	0%	?	-2%	-2%	-1%	?	-48%	-12%	1%	-1%

All compounds of this part, from the first entry:
SMILES	VP16 counter	MLL CXXC-DNA inh	RORgamma inh	Rab9 prom act	uPA generation	ELG1 genotox	MBNL1-CUG inh	BRCA1 expr act	p53 reactivator	FLuc modulator	NPC1 promoter act
OC(COCc1ccccc1)CN1CCN(Cc2ccc3c(c2)OCO3)CC1 (stereo not given)	-9%	11%	-12%	-6%	3%	-3%	-10%	-5%	10%	-1%	1%
CC(C)N(C(=O)CSc1nnc(NC(=O)c2ccco2)s1)C(C)C	16%	2%	15%	-4%	9%	0%	-8%	1%	0%	-18%	-4%
Cc1cc(-c2ccccc2)nc(N/N=C/c2ccc(O)cc2O)n1	-24%	10%	?	4%	-14%	0%	-2%	-27%	-16%	?	3%
C/C(=N\OC(=O)c1ccc(F)cc1)c1ccc(F)c(F)c1	-2%	-2%	36%	?	-26%	0%	-9%	9%	2%	1.7µM*	0%
CC(C)Oc1ccc(/C=N/NC(=O)C(CSCc2ccccc2)NC(=O)c2ccc([N+](=O)[O-])cc2)cc1 (stereo not given)	-3%	0%	?	-2%	-2%	-1%	?	-48%	-12%	1%	-1%
CC(C)(CO)NC(=O)C(c1ccccc1)c1ccccc1	0%	4%	-14%	-4%	12%	0%	-7%	-2%	3%	-1%	1%
C[n+]1nc(Nc2cccc(F)c2)sc1-c1ccc(C(=O)O)cc1	0%	-11%	0%	-5%	.	4%	2%	.	10%	-2%	-3%
Cc1ccc(-c2nn(-c3ccccc3)cc2/C=C/C(=O)OCC(=O)NC2CC2)o1	-22%	-3%	-1%	2%	-8%	-2%	22%	5%	-1%	-11%	-6%
Fc1ccccc1Cn1nnc2c(-n3ccnc3)ncnc21	-27%	-3%	?	6%	-5%	-15%	-8%	0%	6%	0%	4%
CC(Sc1nc(-c2ccccc2)cc(C(F)(F)F)n1)C(=O)NCc1ccco1 (stereo not given)	-20%	9%	-30%	1%	0%	-3%	2%	-17%	0%	-1%	-1%
COc1ccc(-c2cc(C(=O)N(C)Cc3cccc(OC)c3OC)c3ccccc3n2)cc1OC	-5%	34%[activator]	15%	-2%	-11%	-18%	17%	-45%	-5%	-23%	-3%
O=c1cc(-c2ccc(F)cc2F)[nH]c2ccccc12	-2%[96.6 µM]	20%	8.9µM*!	-2%	.	1%	7%	.	-3%	0%	0%
COc1ccc(Cn2c(O)cc(=O)[nH]c2=O)cc1	-7%	-2%	7%	1%	5%	-3%	-3%	-1%	-4%	4%	2%
Nc1nc(SCc2ccc3c(c2)OCO3)n[nH]1	22%	1%	33%	.	-2%	.	3%	1%	.	-11%	.
O=C(NCCCN1CCCC1=O)c1ccc([N+](=O)[O-])s1	.	.	.	3%	-27%	-23%	.	-27%	14%	1%	-3%
COc1cccc(-c2nnn(CC(=O)O)n2)c1	.	2%	21%[0.365 µM]	1%	13%	1%	-16%	-1%	-15%	0%	0%
Cc1nnc(NC(=O)c2ccc(F)c(S(=O)(=O)N3CCCCC3)c2)s1	-6%	2%	-19%	6%	-4%	-2%	-5%	-18%	12%	-19%	-1%
CCOc1ccc(NC(=O)CN(C)CC(=O)Nc2cc(Cl)ccc2C#N)cc1OCC	4%	-9%	11%	2%	3%	-1%	-10%	-33%	-4%	0%	-2%
COc1ccc(Cl)cc1N(C(=O)c1ccco1)C(C(=O)NC1CCCC1)c1ccco1 (stereo not given)	9%	1%	0%	-6%	4%	-3%	7%	-27%	2%	-1%	-11%
COC(=O)C/C=C/[C@@H](C)[C@@H](/C=N/O[C@@H](C)c1cn([C@H](CO)Cc2ccccc2)nn1)NS(=O)(=O)c1ccc(C)cc1	-3%	-2%	?	-1%	.	-2%	15%	.	2%	3%	-2%
Cc1cc(C(=O)Nc2ccc(C)c(C)c2)n(-c2ccccc2)n1	2%	?	-1%	-11%	-6%	-3%	-4%	-18%	-7%	-13%	-1%
COc1cc(C(=O)OCCCc2cc3ccccc3c(=O)o2)cc(OC)c1OC	.	.	.	-9%	3%	0%	.	0%	-14%	0%	-2%
CCC(C)C(=O)Nc1nc2ccc(OC)cc2s1 (stereo not given)	-16%	-3%	-2%	2.5µM*	-2%	?	2%	?	?	12µM*	2.5µM*
C=CCC(C(=O)OC)(C(=O)OC)c1ccc(C(F)(F)F)cc1[N+](=O)[O-]	0%	5%	0%	-4%	-8%	-8%	1%	-12%	2%	1%	-3%
COc1ccc(CN(CC(=O)NCc2ccco2)C(=O)CNS(=O)(=O)c2ccc(C)cc2)cc1	-9%	15%	-1%	-1%	2%	-1%	-5%	-2%	0%	0%	1%
Cc1cc(S(=O)(=O)NCc2ccccc2)ccc1OCC(=O)N1CCCC1	7%	-16%	16%	6%	3%	-2%	-3%	-10%	-5%	1%	-1%
CCCN(CCC)C(=O)C1CC(=O)OC12CCCCC2 (stereo not given)	3%	3%	4%	-1%	5%	-1%	-7%	32%	5%	-11%	-2%
COc1cccc2c1cc1c(=O)n(CC(=O)NCCCN3CCCCC3)nc(C)n12	1%	-13%	-13%	0%	4%	2%	4%	-12%	5%	3%	3%
Cc1cc(C)nc(Nc2ccc(F)cc2)n1	3%	-2%	-24%	-3%	2%	9%	21%	20%	.	1%	-4%
Cc1ccsc1/C=N/NC(=O)Cn1cnc2ccccc21	?	0%	?	3%	-3%	-1%	.	-13%	-1%	4%	-4%
CCn1cc(C(=O)NCCC(C)C)c(=O)c2cc(F)c(N3CCN(C(=O)c4ccco4)CC3)cc21	-9%	?	-1%	-8%	15%	-1%	-3%	-8%	-5%	2%	-12%
CCc1cccc(NC(=O)CC2Oc3ccccc3NC2=O)c1 (stereo not given)	-10%	10%	9%	-1%	-6%	-3%	-4%	-6%	-7%	3%	2%
CC(C)CN(C(=O)COC(=O)CNC(=O)c1ccccc1F)C1CCS(=O)(=O)C1 (stereo not given)	1%	-1%	1%	0%	2%	1%	-13%	6%	-2%	-2%	0%
Cn1c(C(=O)OCC(=O)NCC2CCCO2)cc2sccc21 (stereo not given)	-9%	-2%	35%	-7%	-4%	3%	-2%	2%	4%	-8%	-6%
O=C(N=Nc1c(O)n(Cc2ccccc2)c2ccccc12)c1cc2ccccc2cc1O	-46%	4%	?	?	0%	?	.	-19%	25%	1.1µM*	?
COc1ccc(NS(=O)(=O)c2ccc3oc4ccccc4c3c2)cn1	?	-3%	-34%	-2%	0%	1%	-1%	-38%	10%	-1%	2%
Cc1ccccc1Cn1c(CN2CCN(c3ccc(F)cc3)CC2)nc2c1c(=O)n(C)c(=O)n2C	0%	26%	2%	-5%	.	-1%	2%	.	10%	5%	-6%
Cc1cccc(CCN(Cc2cc3cccc(C)c3[nH]c2=O)C(=O)N2CCOCC2)c1	4%	-5%	32%	1%	-3%	-21%	-5%	-12%	-10%	2%[2.3 µM]	0%
Cc1ccc(-c2nn(-c3ccccc3)cc2NC(=O)c2ccccc2)cc1	-10%	4%	6%	5%	13%	1%	231%[activator]	12%	12%	-18%	5%

Only part of the results is shown; the hit share may differ from the screen's.
